Screens: PubChem, several laboratories
KCNK9 block – blocks the human KCNK9 two-pore domain potassium channel; Q9NPC2; HEK293 KCNK9, FluxOR thallium flux fluorescence; stronger effect = lower value; B-score at 10 µM; 1.2% of 310,000 active; AID 488922;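 active = ratio B-score over 3 SD below the library mean, with starting fluorescence within 5 SD of its mean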;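 also: negative B-score means less thallium flux so channel inhibition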
KCNQ1 pot – human KCNQ1 channel potentiation or activation; 0.35% of 310,000 active; P51787; B-score at 10 µM; CHO-K1 KCNQ1, thallium flux FluxOR fluorescence; stronger effect = higher value;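 active = fluorescence ratio B-score, a plate-corrected score, at least three library SD, with initial intensity B-score within 5 SD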
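assay system = KCNQ1-transfected CHO-K1 cells | medium = assay buffer with matched DMSO | probe or stimulus = depolarizing K+/Tl+ stimulus, K2SO4 and Tl2SO4 each 12.5 mM in 5x stock | dosing = single dose | incubation = dye 90 min, compound 20 min, room temperature | detection = kinetic FluxOR fluorescence, 10 s baseline plus 110 s post-stimulus | evaluation = ratio B score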
TRPC4 agonist – opens the mouse TRPC4 cation channel. Q9QUQ5. HEK293 TRPC4beta/mu-opioid, Fluo4 calcium fluorescence; stronger effect = higher value. B-score at 10 µM. 0.49% of 310,000 active. AID 2237;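 active = B-score above 5 SD of library B-scores, and initial fluorescence ratio not above library mean plus 5 SD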;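 also: positive B-score marks a calcium rise read as TRPC4 activation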
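Material: TRPC4beta and mu-opioid receptor HEK293 stable cells | Incubation: 45 min room-temperature Fluo4 loading, 110 s read | Detection: Kinetic Fluo4 calcium fluorescence | Measure: Integrated baseline-normalised fluorescence ratio, converted to per-well B score | Benchmarks: Low control buffer alone, high control maximal DAMGO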
Platelet DG rel – modulates dense granule release in human platelets; human platelet-rich plasma, SFLLRN dense granule ATP release, luminescence; inhibition, %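 (compounds screened at 7.5 µM in platelet-rich plasma)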; 0.22% of 300,000 active;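 active = mean replicate score, as percent of positive control, at or above 50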
DYRK1A inh – blocks rat Dyrk1A kinase activity; Q63470; ADP-Glo luminescence, NFATc1 peptide; inhibition, % at 12.5 µM; 0.43% of 310,000 active; AID 504441; in the data active = inhibition above about 50%;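 also: plate controls were vehicle with enzyme for no effect and no enzyme for full effect; many of its hits are not listed in these tables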
TRPC4 potent – TRPC4 (mouse) allosteric potentiation; Q9QUQ5; HEK293 TRPC4beta/mu-opioid, DAMGO EC20, Fluo-4 Ca2+ flux; stronger effect = higher value; B-score at 10 µM; 0.42% of 310,000 active;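 active = B-score of calcium response area above 5 SD of library B-scores, with initial fluorescence ratio within 5 SD of library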;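 also: B-score of integrated fluorescence ratio over time as area under calcium response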
hERG rescue – compounds protecting human hERG from proarrhythmic drug block | Q12809 | CHO-hERG, FluxOR thallium flux, dofetilide IC70 present | activation (rescue from dofetilide block), less the hit threshold, % at 10 µM | 0.51% of 310,000 active;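 active = activation above the mean of controls blocked by dofetilide plus 5 SD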;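 also: thallium influx through hERG after potassium depolarization seen as dye fluorescence rise; in these data hits start at about 4.7%; inactives centre near -7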
Target sequence (Q12809 whole entry, looked up): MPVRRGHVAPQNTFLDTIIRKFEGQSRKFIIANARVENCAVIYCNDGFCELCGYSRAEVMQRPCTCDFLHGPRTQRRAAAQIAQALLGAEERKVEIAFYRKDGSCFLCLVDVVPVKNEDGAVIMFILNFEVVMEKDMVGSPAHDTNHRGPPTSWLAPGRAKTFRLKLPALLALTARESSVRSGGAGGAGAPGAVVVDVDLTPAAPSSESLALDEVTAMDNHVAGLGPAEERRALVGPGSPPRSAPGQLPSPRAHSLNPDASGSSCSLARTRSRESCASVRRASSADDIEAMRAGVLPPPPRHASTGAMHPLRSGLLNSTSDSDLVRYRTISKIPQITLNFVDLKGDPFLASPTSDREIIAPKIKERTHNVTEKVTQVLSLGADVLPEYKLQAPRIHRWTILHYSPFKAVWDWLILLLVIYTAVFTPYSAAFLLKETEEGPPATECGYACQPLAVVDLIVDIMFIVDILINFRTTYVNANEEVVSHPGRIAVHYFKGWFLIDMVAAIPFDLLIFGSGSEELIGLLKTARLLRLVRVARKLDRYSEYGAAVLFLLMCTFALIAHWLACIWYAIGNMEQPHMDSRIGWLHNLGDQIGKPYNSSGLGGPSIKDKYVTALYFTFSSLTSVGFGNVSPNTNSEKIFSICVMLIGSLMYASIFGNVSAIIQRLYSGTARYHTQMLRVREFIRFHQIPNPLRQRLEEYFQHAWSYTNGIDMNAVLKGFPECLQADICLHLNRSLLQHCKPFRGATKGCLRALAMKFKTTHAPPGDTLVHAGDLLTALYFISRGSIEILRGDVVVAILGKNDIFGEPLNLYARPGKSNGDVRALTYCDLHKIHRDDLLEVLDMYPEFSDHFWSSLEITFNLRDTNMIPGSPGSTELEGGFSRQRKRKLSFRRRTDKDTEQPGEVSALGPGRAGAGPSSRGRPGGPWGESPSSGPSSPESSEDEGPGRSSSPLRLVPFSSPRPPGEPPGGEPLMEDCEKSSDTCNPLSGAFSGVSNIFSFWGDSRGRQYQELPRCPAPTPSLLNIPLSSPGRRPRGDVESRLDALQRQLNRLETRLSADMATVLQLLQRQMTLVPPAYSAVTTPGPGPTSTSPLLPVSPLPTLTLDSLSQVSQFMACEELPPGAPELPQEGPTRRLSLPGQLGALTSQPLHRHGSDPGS
KCNK3 block – human KCNK3 channel inhibition, primary screen. AID 602410. CHO-KCNK3 thallium flux, FluxOR fluorescence; stronger effect = lower value. B-score at 10 µM. 0.84% of 340,000 active. O14649;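 active = B-score under library mean minus 4 SD, starting fluorescence ratio at most library mean plus 5 SD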;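 also: more negative B-score means stronger inhibition of thallium flux through KCNK3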
TRPC4 inh – blocks the mouse TRPC4 cation channel; HEK293 TRPC4beta/mu-opioid, DAMGO-evoked Fluo4 calcium flux; stronger effect = lower value; AID 2247; 0.39% of 300,000 active; B-score at 10 µM; Q9QUQ5;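 active = B-score over 3 SD under the library average, no early fluorescence shift, positive overall ratio signal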
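Signal: kinetic Fluo4 fluorescence imaging of calcium influx. Material: stable TRPC4beta/mu-opioid receptor HEK293 cells. Probe or stimulus: DAMGO in two steps, submaximal then maximal.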
PolyA inh – blocks polyadenylation in yeast reporter cells; 0.02% of 300,000 active; calls only at 12 µM; AID 1875; S. cerevisiae SKY197-pL101 polyadenylation reporter, beta-gal luminescence; efflux-impaired pdr1/pdr3 knockout yeast; score 100 = 6 SD above DMSO;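 active = lowest replicate activity score at least 50, where 100 means six control SD above control mean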;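 also: yeast exposed to compound for 9 h at 30 °C; higher score means more reporter readthrough which indicates perturbed polyadenylation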
KCNQ1 block – human KCNQ1 channel inhibition. P51787. CHO-K1 KCNQ1, FluxOR thallium flux fluorescence; stronger effect = higher value. AID 2642. B-score at 10 µM. 1.3% of 310,000 active;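 active = compounds whose thallium flux B-score, printed positive for inhibition, exceeds three library SD while starting fluorescence stays within three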;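 also: channel opened by potassium depolarization with thallium stimulus after 20 min compound exposure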
An asterisk follows results filed as active; i = inactive; x = no result given. A portion of the library (hit frequency here may not be typical).

SMILES | KCNK9 block | KCNQ1 pot | TRPC4 agonist | Platelet DG rel | DYRK1A inh | TRPC4 potent | hERG rescue | KCNK3 block | TRPC4 inh | PolyA inh | KCNQ1 block
Cc1ccc2c(c1)c(C1=c3ccccc3=NC1=O)c(O)n2C | i | i | i | 19 | -4 | i | 4 | i | i | i | i
O=C(Nc1ccc2nsnc2c1)C1CC1 | i | i | i | -3 | 33 | i | -2 | i | i | i | i
O=C1CN(C(=O)COc2ncnc3ccccc23)c2ccccc2N1 | i | i | i | -20 | -1 | i | -8 | i | i | i | i
O=C(NCc1ccc(F)cc1)C1CCCN(S(=O)(=O)c2cccnc2)C1 (stereo not given) | i | i | i | 6 | -5 | i | 0 | i | i | i | i
CCN(CC)S(=O)(=O)c1ccc(OC)c(NC(=O)COc2ccccc2[N+](=O)[O-])c1 | i | i | i | -1 | -2 | i | -10 | i | i | i | i
C[C@@H]1C[C@H](Nc2ccccc2)c2ccccc2N1C(=O)c1cccnc1 | i | i | i | -3 | -1 | i | 0 | i | x | i | i
C=CCNC(=O)N[C@@H](Cc1ccccc1)C(=O)OC | i | i | i | -2 | 10 | i | -6 | i | i | i | i
CC(=O)Nc1cc(O)cc(O)c1 | i | i | i | -5 | 8 | i | -3 | i | i | i | i
COc1ccccc1NC(=O)Cc1nn(C)c(=O)c2ccccc12 | i | i | i | 4 | 3 | i | -11 | i | i | i | i
Fc1ccc(-c2nnc(Cc3nnc(-c4ccc(F)cc4)o3)o2)cc1 | i | i | i | 24 | 2 | i | -8 | i | i | x | i
c1ccc2cc(OCCN3CCCC3)ccc2c1 | i | i | i | -1 | 3 | i | -8 | i | i | i | i
Oc1ccc(/C=N/Nc2ncc(Br)cn2)c(O)c1 | i | i | i | 7 | 6 | i | -9 | i | i | i | i
CCOCCCN(C)C1CCN(C(=O)c2oc3ccccc3c2NC(=O)Cc2cccc([N+](=O)[O-])c2)CC1 | i | i | i | 2 | 2 | i | -14 | i | i | i | i
COc1ccc(NC(=O)c2ccc(-c3ccc(OC)cc3)s2)cc1 | i | i | i | 4 | 5 | i | -1 | i | i | i | i
O=S(=O)(Nc1ccccn1)c1cc(Cl)ccc1Cl | i | i | i | -2 | -6 | i | -3 | i | i | i | i
COc1cc(NC(=O)C/C(C)=N/NC(=O)c2cccs2)c(OC)cc1Cl | i | i | i | -5 | 2 | i | -12 | i | i | i | i
O=CN1CCN(C2CC(=O)N(c3ccc4c(c3)OCO4)C2=O)CC1 (stereo not given) | i | i | i | -2 | 1 | i | -12 | i | i | i | i
COC(=O)c1ccc(CNC(=O)C23CC4CC(CC(C4)C2)C3)cc1 | i | i | i | 0 | -5 | i | -7 | i | i | i | i
COc1ccc(NC(=O)CN(C)C(=O)c2cccc3ccccc23)cc1 | i | i | i | -7 | -14 | i | -11 | i | i | i | i
COc1ccc(C(=O)NC(=S)N2CCOCC2)cc1OC | i | i | i | 3 | 8 | i | -15 | i | i | i | i
Cc1cc([N+](=O)[O-])cc(/C=N\NC(=O)C2COc3ccccc3O2)c1O (stereo not given) | i | i | i | -9 | 2 | i | -19 | i | i | i | i
Cc1cc(C)nc(CCNC(=O)c2cc(COc3c(C)cccc3C)on2)n1 | i | i | i | -2 | -1 | i | -13 | i | i | i | i
CC(=O)Nc1ccc(S(=O)(=O)N(C)CC(=O)OC(C)C(=O)NC2CCCC2)cc1 (stereo not given) | i | i | i | 3 | x | i | -10 | i | i | i | i
O=C(O)C1CSC(c2ccccc2Cl)N1C(=O)c1ccc(Cl)cc1 (stereo not given) | i | i | i | -1 | 11 | i | -8 | i | i | i | i
CC(=O)N1CCC(c2c[nH]c3ccccc23)CC1 | i | i | i | -4 | x | i | -6 | i | i | i | i

Brought forward from above: two entries, followed by the next part.
SMILES | KCNK9 block | KCNQ1 pot | TRPC4 agonist | Platelet DG rel | DYRK1A inh | TRPC4 potent | hERG rescue | KCNK3 block | TRPC4 inh | PolyA inh | KCNQ1 block
O=C(O)C1CSC(c2ccccc2Cl)N1C(=O)c1ccc(Cl)cc1 (stereo not given) | i | i | i | -1 | 11 | i | -8 | i | i | i | i
CC(=O)N1CCC(c2c[nH]c3ccccc23)CC1 | i | i | i | -4 | x | i | -6 | i | i | i | i
Cc1cc(C)cc(NC(=O)c2cc(C)nn2C)c1 | i | i | i | 5 | -3 | i | -10 | i | i | i | i
COc1ccc(Cl)cc1NS(=O)(=O)c1cccc(C(=O)NCC2CCCO2)c1 (stereo not given) | i | i | i | 0 | -7 | i | -19 | i | i | i | i
O=C1c2cccc3cccc(c23)C(=O)N1CCCN(C(=O)c1cccs1)c1cccc(F)c1 | i | i | i | 0 | -4 | i | -11 | i | i | i | i
Cc1ccc2c(c1)NCCO2 | i | i | i | -1 | -6 | i | -8 | i | i | i | i
CCN(Cc1ccncc1)Cc1ccc(OC)cc1OC | i | i | i | -5 | 3 | i | -8 | i | i | i | i
COc1cccc(C(=O)OCc2ccccc2C#N)c1O | i | i | i | 0 | 2 | i | -5 | i | i | i | i
CCOc1ccc2nnnn2n1 | i | i | i | 3 | 0 | i | -6 | i | i | i | i
COc1ccc(/C=C2\SC(=S)N(CCC(=O)NCCCn3ccnc3)C2=O)cc1 | i | i | i | -6 | 3 | i | -13 | i | i | i | i
COc1cc2cc(CN(CCc3ccccc3C)C(=S)NCCCN(C)C)c(=O)[nH]c2cc1OC | i | i | i | 5 | -2 | i | -8 | i | i | i | i
Cc1nonc1CC(=O)N1CCCC(C(=O)c2cccc(C(F)(F)F)c2)C1 (stereo not given) | i | i | i | -16 | x | i | 2 | i | i | i | i
CC(=O)c1ccc(Nc2cc(C)nc3ccccc23)cc1 | i | i | i | 16 | 0 | i | -4 | i | i | i | i
Cc1ccc(NC(=O)CSc2nc3c(c(=O)[nH]2)CCC3)c(C)c1 | i | i | i | -1 | -5 | i | -8 | i | i | i | i
CCc1nnc(NC(=O)c2ccc(Br)c(S(=O)(=O)N3CCOCC3)c2)s1 | i | i | i | -8 | -5 | i | -10 | i | i | i | i
COc1ccc(/C=N/N(C)C2=NCCN2)c(OC)c1OC | i | i | i | -4 | 1 | i | -7 | i | i | i | i
C=CCOc1c(Br)cc(CNc2nccs2)cc1OC | i | i | i | 8 | 2 | i | -9 | i | i | i | i
Cc1ccc(Cl)cc1N1CCN(CC(O)COCc2ccco2)CC1 (stereo not given) | i | i | i | 1 | -6 | i | -11 | i | i | i | i
Cc1cccc2c(C(=O)N3CCCCC3)cc(-c3ccccc3)nc12 | i | i | i | -10 | -2 | i | -11 | i | i | i | i
CN(C(=O)c1cccc(C#N)c1)c1nnc(-c2ccccn2)s1 | i | i | i | -4 | x | i | -11 | i | i | i | i
Cc1c([N+](=O)[O-])c(C(=O)Sc2ccc(Br)cc2)nn1C | i | i | i | -5 | 0 | i | -7 | i | i | i | i
O=C(CCC(=O)Nc1ccccc1Cl)NNC(=O)Nc1cccc([N+](=O)[O-])c1 | i | i | i | 3 | 7 | i | -5 | i | i | i | i
COc1cccc(C(C(=O)NC2CCCC2)N(Cc2ccccc2OC)C(=O)c2ccco2)c1 (stereo not given) | i | i | i | -1 | 7 | i | -7 | i | i | i | i
O=c1c2c3c(sc2ncn1/N=C/c1ccco1)CCCC3 | i | i | i | -5 | -2 | i | -7 | i | i | i | i
COc1ccc(NC(=S)NCC2CCCO2)c(OC)c1 (stereo not given) | i | i | i | -1 | -1 | i | -9 | i | i | i | i
CCOC(=O)CN1N=C(/C=C/c2ccc(OC)cc2)CCC1=O | i | i | i | 10 | -2 | i | 0 | i | i | i | i
O=C(Cn1cc(C(=O)c2cccs2)c2ccccc21)NC1CCCCC1 | -12* | i | i | -5 | 6 | i | -9 | i | i | i | i
Remaining list, next part.
SMILES | KCNK9 block | KCNQ1 pot | TRPC4 agonist | Platelet DG rel | DYRK1A inh | TRPC4 potent | hERG rescue | KCNK3 block | TRPC4 inh | PolyA inh | KCNQ1 block
COc1ccccc1CNC(=O)COC(=O)CCC(=O)c1cccs1 | i | i | i | 0 | -7 | i | -4 | i | i | i | i
O=C(O)COc1ccccc1C1C2C(=O)N(c3ccccc3)C(=O)C2ON1c1ccccc1 (stereo not given) | i | i | i | 8 | -4 | i | -18 | i | i | i | i
C[C@H](N)C(=O)OCc1ccc([N+](=O)[O-])cc1 | i | i | i | -1 | 2 | i | -8 | i | i | i | i
Cc1ccc(Sc2c([N+](=O)[O-])c(=O)n(C)c3ccccc23)cc1 | i | i | i | 18 | -5 | i | -1 | i | i | i | i
CC(C)Cn1c2ccccc2c2cc(C(=O)O)ccc21 | i | i | i | 0 | 11 | i | -9 | i | i | i | i
CCOC(=O)c1[nH]c(C)c(C(=O)Nc2ccc(C)c(F)c2)c1C | i | i | i | 4 | -6 | i | -8 | i | i | i | i
COc1ccccc1NC(=O)c1ccc2c(c1)N(CC(=O)NC(C)C)C(=O)C(C)(C)O2 | i | i | i | -9 | 1 | i | -11 | i | i | i | i
Cc1ccc(NC(=O)C(=O)c2ccc(C)cc2)cc1 | i | i | i | -3 | 1 | i | -11 | i | i | i | i
CN(C)CCNc1oc(-c2ccccc2F)nc1C#N | i | i | i | -1 | 22 | i | -6 | i | i | i | i
Cc1cc(/C=C2\SC(=S)N(C)C2=O)c(C)n1-c1cccc(O)c1 | -6.8* | i | i | 14 | -6 | i | -10 | i | i | i | i
CCOC(=O)C1=C(c2ccccc2)NC(=O)NC1c1ccc(O)c(Cl)c1 (stereo not given) | i | i | i | 2 | x | i | 13* | i | i | i | i
COc1ccc(S(=O)(=O)N(C)CC(=O)Nc2ccc(F)cc2)cc1 | i | i | i | -9 | 1 | i | 5.9* | i | i | i | i

Profiles, quoted from the list. Screens in order: KCNK9 block | KCNQ1 pot | TRPC4 agonist | Platelet DG rel | DYRK1A inh | TRPC4 potent | hERG rescue | KCNK3 block | TRPC4 inh | PolyA inh | KCNQ1 block
`O=C(O)COc1ccccc1C1C2C(=O)N(c3ccccc3)C(=O)C2ON1c1ccccc1` (stereo not given) reads i | i | i | 8 | -4 | i | -18 | i | i | i | i
`Cc1ccc(NC(=O)C(=O)c2ccc(C)cc2)cc1` reads i | i | i | -3 | 1 | i | -11 | i | i | i | i
`Cc1ccc(Sc2c([N+](=O)[O-])c(=O)n(C)c3ccccc23)cc1` reads i | i | i | 18 | -5 | i | -1 | i | i | i | i
`COc1ccccc1CNC(=O)COC(=O)CCC(=O)c1cccs1` reads i | i | i | 0 | -7 | i | -4 | i | i | i | i
